High-throughput results (PubChem)
S3 lipid droplet: qHTS Assay for Lipid Storage Modulators in Drosophila S3 Cells; Drosophila S3 cells, BODIPY lipid droplet fluorescence, 18-24 h; cells fed with added oleic acid; lipid storage change, negative = inhibition, % at the top dose, mostly 46.1 µM; hits show Potency in µM; actives 0.64% (n = 320,000); active = well fitted inhibition curve with a large enough effect in the signal ratio, with a control signal flat, not every such curve was filed as active; inconclusive = small, poorly fitted or top-dose-only effect, or effect the other way, or a change in a side signal; the % refers to the signal ratio
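Drosophila S3 cells loaded with oleic acid (400 uM, as added) and compounds at several concentrations; lipid droplets imaged by 488-nm laser-scanning cytometry, 500–530 nm intensity and object ratio to cell channel. Percent activity normalized to 20 uM Triacsin C.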
S3 lipid droplet cell count max: further read-out of S3 lipid droplet, marked with its call; cell number change, %; measured here: cell count max response;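 cells counted by Cell Tracker Red CMTPX staining in the red channel; peak over a dose series mostly up to 46.1 µM; percent activity relative to internal control wells on each plate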
* marks the source's active call; other numbers are inactive results; i = inactive; ? = inconclusive; nt = not tested or not shown; [ ] = another dose, or the depositor's remark. % is set by controls: 0 for no effect and ±100 for the full control effect; potency is the fitted concentration of half-maximal effect.

mol,S3 lipid droplet cell count max,S3 lipid droplet
CC(C)N(CCCNC(=O)c1ccc(N2CCCC2=O)cc1)Cc1ccccc1,-7,-5%
CCc1c(C)sc(NC(=O)CSc2nc3c(c(C(F)(F)F)n2)CCc2ccccc2-3)c1C#N,nt,?
CC(=O)N1CCN(c2ccc(NC(=O)c3ccc(C)c([N+](=O)[O-])c3)cc2)CC1,-5,-3%
Cc1ccc(C(=O)NCC(=O)OCC(=O)NCC(F)(F)F)cc1,nt,?
COc1ccccc1NC(=O)N1CCCC(c2nc3c(nnn3Cc3ccc(C)cc3)c(=O)[nH]2)C1 (stereo not given),nt,?
Cc1ccc(CNCC2CCCO2)s1 (stereo not given),nt,?
O=C(Oc1ccc(Br)cc1)C1CC(=O)N(c2ccc(F)cc2)C1 (stereo not given),nt,?
COc1ccc2[nH]c(C)c(CN3CCCCC3)c(=O)c2c1,-15,-27%
CCCN(CCC)CC(=O)N1CC(=O)Nc2ccccc21,5,7%
Cn1c(SCC(=O)NCc2ccc3c(c2)OCO3)nnc1-c1cc2ccccc2cc1O,nt,?
Cc1nn(C)c(Cl)c1CN1CCN(CC(C)C)C(CCO)C1 (stereo not given),-8,-3%
CCN1C(=O)/C(=C\c2ccc(-c3ccc([N+](=O)[O-])cc3OC)o2)SC1=Nc1cccc(C(=O)O)c1,nt,?
CC(O)CN(C)CC/C=C1/c2ccccc2CSc2ccccc21 (stereo not given),nt,?
Cc1cccc(NC(=O)CN(C)S(=O)(=O)c2cnc[nH]2)c1,nt,?
Cc1cc(/C=C(\C#N)C(=O)NC2CCCCCC2)c(C)[nH]1,nt,?
O=S(=O)(Nc1ccccc1N1CCCCC1)c1cccs1,3,10%
CCCCNC(=O)N1CCc2ccccc2C1,nt,14%
Cc1cc(OCC(=O)OCC(=O)c2ccc[nH]2)ccc1Cl,nt,?
COc1cccc(C2=NOC(C(=O)NCc3cccs3)C2)c1 (stereo not given),nt,?
N/C(Cc1ccc([N+](=O)[O-])cc1)=N\OC(=O)COc1ccc2ccccc2c1,-18,-26%

Full records from above. Order of values: S3 lipid droplet cell count max, S3 lipid droplet
COc1ccc2[nH]c(C)c(CN3CCCCC3)c(=O)c2c1 in the list: -15, -27%
COc1ccccc1NC(=O)N1CCCC(c2nc3c(nnn3Cc3ccc(C)cc3)c(=O)[nH]2)C1 (stereo not given) in the list: nt, ?
N/C(Cc1ccc([N+](=O)[O-])cc1)=N\OC(=O)COc1ccc2ccccc2c1 in the list: -18, -26%
COc1cccc(C2=NOC(C(=O)NCc3cccs3)C2)c1 (stereo not given) in the list: nt, ?
Cc1nn(C)c(Cl)c1CN1CCN(CC(C)C)C(CCO)C1 (stereo not given) in the list: -8, -3%

(cont.)
mol,S3 lipid droplet cell count max,S3 lipid droplet
CCOC(=O)C1=C(CC)Nc2ccccc2N=C1NC(=O)Nc1ccccc1OC,nt,?
COc1cc(NC(=O)c2ccccc2)c(OC)cc1NC(=O)CN1CCN(c2ccccn2)CC1,-15,3%
N#Cc1nc(Cc2ccccc2)oc1N1CCC(Cc2ccccc2)CC1,nt,?
CCCCn1c(CNC(=O)C23CC4CC(CC(C4)C2)C3)nnc1SCC(=O)Nc1nnc(C)s1,nt,?
COc1ccc(NC(=O)c2ccco2)c(NC(=O)c2ccc([N+](=O)[O-])cc2)c1,nt,?
CCOC(=O)C1(Cc2ccccc2C)CCCN(C(=O)CCc2cccnc2)C1 (stereo not given),nt,?
COc1cc(OC)c(NC2=NCCCCC2)cc1Cl,nt,?
CN(C)C1=NCCN1CC1CCCC1,nt,?
CCn1c2ccccc2c2cc(NC(=S)N3CCOCC3)ccc21,nt,?
CCc1cccc(CC)c1NC(=O)C(NS(=O)(=O)c1cccs1)c1ccccc1 (stereo not given),-3,-15%
O=C(COC(=O)CCNS(=O)(=O)c1ccccc1)NNC(=O)c1ccccc1,nt,?
CCCCn1c(NC(=O)C2CCCCC2)nc2ccccc21,-6,i
COC(=O)c1nc(-c2ccccc2)n[nH]1,nt,?
Cc1ccc(S(=O)(=O)NCCC(=O)NCCN2CCCCCC2)cc1,1,i
Cc1ccc(NC(=O)C2CCC(N3C(=O)C4CCCCC4C3=O)CC2)cc1 (stereo not given),nt,?
CC(C)(C)c1ccc(S(=O)(=O)Nc2cccc(C3OCCCO3)c2)cc1,nt,?
Cc1ccc(C)c(C(=O)CSc2n[nH]c(-c3ccncc3)n2)c1,nt,?
Cc1ccccc1S(=O)(=O)Cc1ccc(C(=O)NC2CC2)o1,nt,?
COC(=O)C1CCN(CC(=O)Nc2ccccc2Sc2ccccc2)CC1,nt,?
COc1cc(C(=O)NCC2CCCO2)ccc1OCc1ccccc1Cl (stereo not given),-9,i

Filtered by structure, the entries above containing two or more sulfur atoms.
mol,S3 lipid droplet cell count max,S3 lipid droplet
CCc1c(C)sc(NC(=O)CSc2nc3c(c(C(F)(F)F)n2)CCc2ccccc2-3)c1C#N,nt,?
O=S(=O)(Nc1ccccc1N1CCCCC1)c1cccs1,3,10%
CCCCn1c(CNC(=O)C23CC4CC(CC(C4)C2)C3)nnc1SCC(=O)Nc1nnc(C)s1,nt,?
CCc1cccc(CC)c1NC(=O)C(NS(=O)(=O)c1cccs1)c1ccccc1 (stereo not given),-3,-15%

New compounds follow.
mol,S3 lipid droplet cell count max,S3 lipid droplet
O=C(NCc1ccc(Cl)cc1)C1CCN(c2nnc(N3CCCC3=O)s2)CC1,14,i
CC(=O)Nc1nnc(CCS(=O)(=O)c2ccc(C)c(C)c2)s1,nt,?
COc1ccc(N2C(=O)[C@H]3[C@@H](C2=O)C2c4ccccc4C=NN2[C@H]3C(=O)C(C)(C)C)cc1 (stereo not given in full),-10,-14%
CCOc1ccc(NS(=O)(=O)c2ccc(C(=O)N3CCN(c4ncccn4)CC3)cc2)cc1,-18,-8%
NS(=O)(=O)c1ccc(NC(=O)c2cc(Cl)ccc2Cl)cc1,-15,-1%
CCn1nc(C)cc1C(=O)N1CCCC(C(=O)c2ccc3ccccc3c2)C1 (stereo not given),nt,?
Cn1c(NC(=O)c2ccc(F)cc2)c(-c2ccccn2)c(=O)c2ccccc21,1,-6%
CC(=O)c1ccc(NC(=S)NC(=O)/C=C/c2ccco2)cc1,-2,10%
O=C(CN1C(=O)COc2ccc(S(=O)(=O)N3CCCCCC3)cc21)NCc1ccc(F)cc1,7,18%
O=C(NCCCN1CCOCC1)C(Sc1ccccc1)c1ccccc1 (stereo not given),nt,?
CCN(CC)CCCNC(=O)C1CCN(C(=O)c2oc3cc4sc(N(C)C)nc4cc3c2C)CC1,nt,?
CCCn1nc(CC(=O)O)c2ccccc2c1=O,nt,?
Cc1ccc(OCC(=O)NCCCNC(=O)c2ccncc2)cc1C,21,i
Cc1cc2cc(CCNC(=O)c3cccs3)c(=O)[nH]c2cc1C,10,23%
CCOC(=O)C1=C(CSc2nc3c(cc2C#N)CCC3)OC(N)=C(C#N)C1c1ccccc1 (stereo not given),nt,?
CCCNC(=O)C(C)n1c2ccccc2c2nc(=O)cc(C)n21 (stereo not given),nt,?
CCn1c(-c2ccc(N)cc2)nc2ccccc21,nt,?
COc1cc2c(cc1OC)C(c1ccc(N(C)C)cc1)NCC2 (stereo not given),nt,i
CCOc1ccc(N(Cc2ccc(OC)c(OC)c2)C(=O)c2ccco2)cc1,8,-2%
CC1CCN(C(=S)c2ccccc2O)CC1,nt,?
CC(=O)NC(CC(=O)Nc1nccs1)c1ccccc1 (stereo not given),nt,?
COCC(C)NC(=O)C1CC(=O)N(c2ccc(C)cc2)C1 (stereo not given),nt,?
COc1ccc(C2=NS(=O)(=O)N(C)C(C(=O)NC3CCCC3)=C2)cc1,nt,?
CN1CCN(S(=O)C23CC4CC(CC(C4)C2)C3)CC1 (stereo not given),-20,0%
c1ccc(Cc2cc[n+](Cc3ccccn3)cc2)cc1,4,5%
CCN(C(=O)CSc1nnc(C(C)N(C)C)n1-c1ccc(F)cc1)C1CCS(=O)(=O)C1 (stereo not given),nt,?
CC(C)N(Cc1ccccc1)C(=O)COc1ccccc1,2,13%
COc1ccc(S(=O)(=O)NCc2ccc(C(=O)O)cc2)cc1,-19,-1%
O=C(NC1CCCCC1)c1ccc(S(=O)(=O)NCc2cccnc2)cc1,nt,?
CCCc1ccc2oc(C(=O)NCCN3CCCC(O)C3)c(C)c2c1 (stereo not given),nt,?
CCOC(=O)c1[nH]c(C)c(C(=O)OCC(=O)NCc2ccc(OC)cc2)c1C,3,i
COc1ccc(NC(=O)C(CCSC)NC(N)=O)cc1Cl (stereo not given),nt,i
O=C(NCc1nnnn1-c1ccc(F)c(F)c1)C(=O)c1c[nH]c2ccccc12,11,-10%[0.0737 µM]
CCN(CC)CCCN(CC(=O)N(C)Cc1ccccc1)C(=O)c1ccc([N+](=O)[O-])cc1,nt,?
CCC(=O)Nc1nc(C)c(-c2csc(Nc3ccc(C(=O)O)cc3)n2)s1,nt,?
O=C(CCCN1CCC(O)(c2ccc(Br)cc2)CC1)c1ccc(F)cc1,-6,1%
COc1ccc(CC(NC(C)=O)C(=O)N2CCN(C(=O)N(C(C)C)C(C)C)CC2)cc1 (stereo not given),nt,-27%
COc1ccc(NC(=O)CNS(=O)(=O)c2ccc3nc(C)sc3c2)c(OC)c1,-14,10%
CCOc1cccc(/C=N/NC(=O)c2cccnc2)c1O,nt,?
COCCCNC(=O)c1ccc2c(c1)OCO2,nt,?
CS(=O)(=O)c1ccccc1-c1nc(-c2ccc(C(F)(F)F)cc2)no1,2,0%
COc1ccc2ccc(=O)oc2c1CC=C(C)C,1,24%
CCCOc1ccc(Br)cc1/C=N/NC(=O)c1cc(OC)c(OC)c(OC)c1,nt,?
Cc1cc(C)n(C(=O)CNC(=O)c2ccccc2Br)n1,-10,i
COc1ccc(-n2c(SCC(=O)Nc3nccs3)nc3c(c2=O)SC(C)C3)cc1 (stereo not given),nt,?
Cc1nn(Cc2cccc(C(=O)Nn3cc([N+](=O)[O-])cn3)c2)c(C)c1[N+](=O)[O-],nt,?
Cn1c(=O)n(C)c2cc(S(=O)(=O)NCC(=O)O)ccc21,-19,-33%
CC(C)CNC(=O)C(=O)NCC1CCCN1S(=O)(=O)c1cccs1 (stereo not given),nt,?
COc1ccc(S(=O)(=O)N2CCN(c3ccccn3)CC2)cc1OC,-20,15%
CCC/C(O)=N\S(=O)(=O)c1ccc(N=NN(C)C)cc1,0,-1%
CC/C(C)=N\Nc1nc(-c2cc3cc(OC)ccc3oc2=O)cs1,nt,?
O=C(O)/C=C\C(=O)Nc1ccccc1C#Cc1ccc(Br)cc1,nt,i
COCCCNC(=S)Nc1cccc(SC)c1,nt,?
Cc1ccc(N2CCN(C(=O)c3cccs3)CC2)cc1C,-26,-1%
Cc1csc(SCC(=O)NCc2ccc3c(c2)OCO3)n1,nt,?
COc1ccc(-c2cc(=O)oc3c(C)c(OCC(=O)Nc4cccnc4)ccc23)cc1,nt,?
CCCCCc1c(O)nc(SCC(=O)NCC2CCCO2)[nH]c1=O (stereo not given),1,6%
Cc1cc(OCC(=O)Nn2cnnc2)c(C)cc1Br,nt,?
CCn1c(O)c(N=NC(=O)c2cccnc2)c2cc(Br)ccc21,nt,?
Cc1ccc(OCCNC(=O)c2ccc3c(c2)OCO3)cc1,nt,?

The listing continues.
mol,S3 lipid droplet cell count max,S3 lipid droplet
COc1ccc(OC)c(CNS(=O)(=O)c2cn(C)cn2)c1,nt,?
NC(=O)C1(c2ccccc2)CCOCC1,nt,?
C=CCN(C(=O)CN1CCOCC1)c1nc(C)c(-c2ccccc2)s1,26,i
O=C(c1cc2cc(Br)ccc2o1)N1CCCCC1,nt,?
O=C(CSc1cnc2ccccc2n1)NC1CCCC1,nt,?
C[N+]1(CCCCSc2ccc(O)cc2)CCCCC1,-4.9*,4.6µM*
Cc1oc2cc(O)ccc2c(=O)c1-c1ccccc1,nt,?
O=C(Nc1cc(C(F)(F)F)ccc1N1CCCC1)C1CCCO1 (stereo not given),6,19%
COC(=O)c1cn(NC(=O)Cc2cccc(OC)c2)c(=O)c2ccccc12,0,16%
Cc1cc(C)cc(NC(=O)CSc2nnc(-c3ccccc3)n2N)c1,nt,?
Cc1ccsc1/C=N/n1c(-c2cccnc2)n[nH]c1=S,-19,-17%
O=C1CCN(Cc2ccc(Br)cc2)CCN1CCO,nt,?
Cc1cccc(NC(=S)NNC(=O)c2ccc3c(c2)OCO3)c1,nt,?
Cn1cc(S(=O)(=O)N2CCOCC2)cc1C(=O)Nc1ccc(Cl)cc1,5,i
COc1cc(C(=O)NCCN=C2NS(=O)(=O)c3ccccc32)cc(OC)c1OC,nt,?
CCC(CC)NC(=O)Cc1ccc(S(=O)(=O)N2CCOCC2)s1,nt,?
Cc1ccc(CN2CCC(c3cc(-c4ccc(Cl)cc4)n[nH]3)CC2)cc1,nt,?
CC1CN(C(=O)CCS(=O)(=O)c2ccccc2)CC(C)O1 (stereo not given),nt,?
CC(=O)Nc1ccc(C2=NNC(=Nc3cccc(S(=O)(=O)N(C)C)c3)SC2)cc1,nt,?
CC(C)CC(=O)c1c[nH]c(C(=O)N2CCN(Cc3ccccc3)CC2)c1,nt,?
O=C(Nc1cccc(Cl)c1)OC1CCCCc2cccnc21 (stereo not given),nt,?

Not all compounds are listed; count on the stated rates, not on these rows.
